Assay outcomes: PubChem, several laboratories
Efflux pump inh = inhibitors of Candida efflux pumps in yeast, primary screen, S. cerevisiae, Nile Red, multiplex | inhibition, % at 10 µM | S. cerevisiae Candida pump triplex | actives 0.44% (n = 330,000);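 active = plate passing quality check with inhibition over a set limit, or well fluorescence over plate mean plus 4 SD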;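 note: Nile Red retained in pooled yeast measured as flow cytometry median fluorescence; 0% = buffer negative control and 100% = Enniatin B positive control; higher means more Nile Red kept so more efflux inhibition; some compounds called inactive have numbers as strong as hits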
CIT2 TOR yeast = modulators of CIT2-GFP expression in yeast, primary screen, S. cerevisiae, GFP fusion, multiplex flow cytometry, MLPCN library | AID 2029, 2009 | GFP response vs DMSO, % at 10 µM | S. cerevisiae CIT2-GFP strain, 3 h; 100 means same as DMSO wells | actives 0.065% (n = 320,000);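 active = GFP response relative to DMSO above a set limit, near the screen mean plus 3 SD, cut at about 150% in these data; inconclusive = Fewer than 70 cells measured for a yeast strain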;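 note: ratio of well median GFP fluorescence to mean of DMSO wells on the plate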
AGP1-GFP MLPCN = modulators of AGP1-GFP expression in yeast TOR pathway, primary screen, cell-based, multiplex flow cytometry, S. cerevisiae, MLPCN library; GFP response vs DMSO, % at 10 µM; actives 0.02% (n = 320,000); 3 h; GFP as percent of DMSO wells; AID 2066, 2009;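 active = GFP response relative to DMSO above a set limit, near screen average plus 3 SD, cut at about 150% in these data; inconclusive = fewer than 70 cells counted for the yeast strain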;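 note: median GFP channel fluorescence of the gated AGP1 strain per well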
CR mimetic SO = reduction of superoxide in aged yeast, primary screen, HTS; S. cerevisiae aged cells, superoxide DHE fluorescence; hits give low values; superoxide response (% of plate mean), % at 10 µM; actives 0.18% (n = 330,000); AID 2690, 2010;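 active = superoxide response under a set limit, about three screen SD below normal, cut at about 65% in these data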;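 note: yeast aged for seven days with compound at 30 °C before DHE staining; 100% = average MFI of all compound-treated wells on the plate with controls excluded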
RPL19A TOR yeast = RPL19A-GFP expression modulators in yeast, primary screen, cell-based, S. cerevisiae, multiplex flow cytometry, MLPCN; percent response vs DMSO, % at 10 µM; actives 0.3% (n = 330,000); S. cerevisiae RPL19A-GFP strain, 3 h; hits give low values; AID 2025, 2009;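 active = percent response vs DMSO below 50%; inconclusive = fewer than 70 events counted for the yeast strain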;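 note: median channel GFP fluorescence of the barcoded RPL19A-GFP strain; ratio of sample median GFP to plate DMSO average so 100% = DMSO; lower means less RPL19A-GFP as with rapamycin TOR inhibition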
MEP2 TOR yeast = modulators of MEP2-GFP levels in yeast, primary screen, S. cerevisiae, multiplex flow cytometry, MLPCN library; S. cerevisiae MEP2-GFP strain, 3 h; 100% = DMSO control level; actives 0.51% (n = 330,000); AID 2016, 2009; GFP response vs DMSO, % at 10 µM;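 active = GFP response versus DMSO above a set limit, roughly screen mean plus 3 SD, cut at about 180% in these data; inconclusive = fewer than 70 cells counted for a yeast strain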;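 note: median GFP fluorescence of the barcode-gated MEP2-GFP cells per well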
LAP4-GFP MLPCN = modulators of LAP4-GFP expression in yeast, primary screen, S. cerevisiae, multiplex flow cytometry, MLPCN library; 3 h; median GFP as percent of DMSO wells; GFP response vs DMSO, % at 10 µM; actives 0.34% (n = 320,000);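 active = GFP response vs DMSO above a set limit, about the screen mean plus 3 SD, cut at about 150% in these data; inconclusive = under 70 cell events counted for the yeast strain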
AHR act = AHR activators, primary screen, cell-based, luminescence, luciferase reporter, human; activation, % at 5 µM; AHR-responsive luciferase reporter cells; actives 2.5% (n = 320,000); in the data active = activation above about 47%;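 note: 0% = vehicle wells and 100% = reference agonist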
Target sequence (P35869 whole entry, looked up): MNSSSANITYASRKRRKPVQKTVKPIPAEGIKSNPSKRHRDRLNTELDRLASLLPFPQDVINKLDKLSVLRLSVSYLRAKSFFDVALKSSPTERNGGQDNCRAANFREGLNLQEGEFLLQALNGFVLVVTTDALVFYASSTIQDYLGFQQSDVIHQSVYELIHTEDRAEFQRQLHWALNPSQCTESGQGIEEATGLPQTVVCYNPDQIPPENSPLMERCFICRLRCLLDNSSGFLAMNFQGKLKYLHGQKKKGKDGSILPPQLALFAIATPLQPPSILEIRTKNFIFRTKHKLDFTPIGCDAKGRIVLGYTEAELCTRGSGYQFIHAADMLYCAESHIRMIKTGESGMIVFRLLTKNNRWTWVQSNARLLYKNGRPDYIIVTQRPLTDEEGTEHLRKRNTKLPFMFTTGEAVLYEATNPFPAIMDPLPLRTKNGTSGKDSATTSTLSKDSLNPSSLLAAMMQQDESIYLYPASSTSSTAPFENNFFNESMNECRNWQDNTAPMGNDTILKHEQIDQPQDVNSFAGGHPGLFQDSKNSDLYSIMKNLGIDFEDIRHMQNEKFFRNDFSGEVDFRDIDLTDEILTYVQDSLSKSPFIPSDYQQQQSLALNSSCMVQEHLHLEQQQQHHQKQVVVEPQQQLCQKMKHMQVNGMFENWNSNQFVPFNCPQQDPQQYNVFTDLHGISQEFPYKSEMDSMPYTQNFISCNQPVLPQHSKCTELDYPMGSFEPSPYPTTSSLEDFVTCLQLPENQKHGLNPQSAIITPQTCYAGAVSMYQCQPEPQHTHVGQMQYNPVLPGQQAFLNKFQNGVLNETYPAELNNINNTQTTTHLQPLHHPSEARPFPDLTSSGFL
The depositor's hits bear a star; ? = inconclusive; nt = no result given; [ ] = remark or other dose.

1. CC/C(=N/NC(=O)CNc1ccc(Cl)cc1C)c1ccccc1
2. CCOC(CNC(=O)c1ccc2nc(N3CCC(C)CC3)sc2c1)OCC
3. CCOC(=O)c1c(C)c[nH]c1C
4. O=C1CN(C(=O)COc2ccccc2F)c2ccccc2N1
5. CCOc1cc(C2C(C#N)=C(N)Oc3n[nH]c(CC)c32)ccc1OCCN1CCOCC1 (configuration not stated)
6. Cc1cccnc1N(C(=O)Nc1cccc(Cl)c1)C1=NCC(C)(C)S1
7. CCOc1ccc(CCNc2nc3ccc(C)cc3n3cnnc23)cc1OCC
8. CC(C)CNC(=O)NC(=O)COC(=O)c1cc([N+](=O)[O-])ccc1NCc1ccccc1Cl

entry no.	1	2	3	4	5	6	7	8
Efflux pump inh	-0.1	0.0	0.1	0.0	0.0	0.2	-0.4	-0.3
CIT2 TOR yeast	?	90	99	101	93	89	103	nt
AGP1-GFP MLPCN	15[may fluoresce violet]	99	100	100	104	93	99	101
CR mimetic SO	90	104	99	98	95	102	108	94
RPL19A TOR yeast	78[may fluoresce violet]	99	97	102	94	100	100	100
MEP2 TOR yeast	481*[may fluoresce violet]	103	104	101	105	103	95	101
LAP4-GFP MLPCN	87[may fluoresce violet]	104	113	91	98	105	96	93
AHR act	20	-3	1	-1	-1	9	13	4

The list goes on; the last 4 above are carried over.
5. CCOc1cc(C2C(C#N)=C(N)Oc3n[nH]c(CC)c32)ccc1OCCN1CCOCC1 (configuration not stated)
6. Cc1cccnc1N(C(=O)Nc1cccc(Cl)c1)C1=NCC(C)(C)S1
7. CCOc1ccc(CCNc2nc3ccc(C)cc3n3cnnc23)cc1OCC
8. CC(C)CNC(=O)NC(=O)COC(=O)c1cc([N+](=O)[O-])ccc1NCc1ccccc1Cl
9. Cc1ccc(COC(=O)NCc2cccnc2)cc1
10. COC(=O)c1ccc(-c2ccc(CNCC(O)c3ccccc3)o2)cc1 (configuration not stated)
11. CC(C)(C)c1ccc(C(=O)NCc2nnc(SCC(=O)NCc3ccco3)o2)cc1
12. COc1ccc(OC)c(S(=O)(=O)Nc2ccc3oc4c(c3c2)C(=O)CCC4)c1
13. Cc1nc(C)c(C(=O)OCC(=O)Nc2cccc(C)c2C)s1
14. COc1ccc(/C=C2\SC(=S)N(CCC(=O)Nc3cccc(O)c3)C2=O)cc1OC
15. CC(C)Cc1nc(SCc2cccnc2)c2c(=O)n(C)c(=O)n(C)c2n1
16. CCN1C(=O)C2(C(C#N)=C(N)Oc3n[nH]c(C(C)C)c32)c2ccccc21 (configuration not stated)

entry no.	5	6	7	8	9	10	11	12	13	14	15	16
Efflux pump inh	0.0	0.2	-0.4	-0.3	0.1	-0.1	0.2	-0.2	0.1	0.0	0.2	0.1
CIT2 TOR yeast	93	89	103	nt	93	95	94	107	95	111	108	102
AGP1-GFP MLPCN	104	93	99	101	94	100	105	100	97	107	112	108
CR mimetic SO	95	102	108	94	98	103	110	84	104	114	86	81
RPL19A TOR yeast	94	100	100	100	104	97	101	105	94	109	93	101
MEP2 TOR yeast	105	103	95	101	101	106	101	102	98	109	97	109
LAP4-GFP MLPCN	98	105	96	93	92	95	98	110	96	105	107	103
AHR act	-1	9	13	4	3	1	3	-3	3	-1	18	-2

17. Cc1ccccc1NC(=O)N1CCc2ccccc2C1
18. CC(C)N(C)CCOC(=O)c1ccccc1Cl
19. COc1ccc(C(CC(=O)O)NS(=O)(=O)c2ccc3c(c2)N(C(C)=O)CC(C)O3)cc1 (configuration not stated)
20. Cc1cc(C)c(S(=O)(=O)c2c(C)cccc2C)c(Cl)n1
21. COc1ccc(CCNC(=O)COc2ccc(S(=O)(=O)N3CCOCC3)cc2)cc1OC
22. O=C(Nc1ccccc1)N1CCCC1
23. COc1ccc(-c2csc(NC(=O)COc3ccc(N(C)S(=O)(=O)c4ccc(C)cc4)cc3)n2)cc1
24. COc1ccc(C(=O)/C=C/c2ccc(OC)c(O)c2)c(F)c1

entry no.	17	18	19	20	21	22	23	24
Efflux pump inh	0.1	-0.1	-0.1	0.1	-0.1	0.1	0.0	-0.1
CIT2 TOR yeast	84	108	97	80	97	?	96	90
AGP1-GFP MLPCN	95	102	99	93	101	22[may fluoresce violet]	107	102
CR mimetic SO	100	95	116	87	74	104	103	97
RPL19A TOR yeast	87	103	99	94	97	94[may fluoresce violet]	103	100
MEP2 TOR yeast	86	103	99	96	97	148[may fluoresce violet]	98	103
LAP4-GFP MLPCN	101	100	94	110	91	89[may fluoresce violet]	97	108
AHR act	3	1	-1	-2	-1	-2	8	-2

25. NC(=O)SCC(=O)Nc1ccc(Cl)cc1
26. O=C(NCCC(=O)N1CCN(c2ccccn2)CC1)c1ccc(Br)cc1
27. Nc1nc(SCc2ccc(Cl)cc2Cl)ns1
28. O=C(Nc1ccc(S(=O)(=O)Nc2ccccc2)cc1)C1CC1
29. CCOC(=O)C1CCCN(CC(=O)NC2CC2)C1 (configuration not stated)
30. O=C(N/N=C/c1cc(Cl)ccc1O)c1ccccc1Br
31. COc1cc(NS(=O)(=O)c2ccc(NS(=O)(=O)c3ccc(NC(C)=O)cc3)cc2)nc(OC)n1
32. Cc1ccc(NC(C#N)c2ccccc2OCc2ccccc2)cc1 (configuration not stated)

entry no.	25	26	27	28	29	30	31	32
Efflux pump inh	0.1	0.1	0.1	-1.1	0.0	0.0	-0.1	0.1
CIT2 TOR yeast	89	102	85	96	107	92	114	90
AGP1-GFP MLPCN	89	109	97	90	101	94	105	99
CR mimetic SO	115	90	108	85	93	100	98	93
RPL19A TOR yeast	90	98	93	104	99	102	103	96
MEP2 TOR yeast	96	98	99	103	104	98	109	94
LAP4-GFP MLPCN	98	102	120	84	95	108	95	115
AHR act	17	6	-2	nt	-2	12	3	-2

33. CCOc1ccc2nc(NC(=O)C34CC5CC(CC(NC(C)=O)(C5)C3)C4)sc2c1
34. CCCCC(=O)Nc1nc(C)c(-c2csc(Nc3ccccc3OC)n2)s1
35. CCn1c(SCC(=O)Nc2ccc3c(c2)c2ccccc2n3CC)nnc1-c1ccco1
36. CC(O)Cc1cn([C@@H](CCCCNC(=O)OC(C)(C)C)C(=O)N2CCN(C(=O)OC(C)(C)C)CC2)nn1 (some centres not stated)
37. CCOc1cc(/C=C2\C(=N)N3N=C(S(=O)(=O)CC)SC3=NC2=O)ccc1OC(=O)c1ccco1
38. CCOC(=O)c1cc2ccccc2n1CCN(CC)CC
39. N#Cc1c(-c2ccccc2)nc2n1CCS2
40. C=CCN=C1CC(C)(C)CC(=O)/C1=C(\O)c1ccccc1

entry no.	33	34	35	36	37	38	39	40
Efflux pump inh	-1.7	0.0	0.2	-0.1	-0.1	-0.1	-0.1	0.1
CIT2 TOR yeast	97	108	99	70	92	104	?	99
AGP1-GFP MLPCN	94	94	99	80	28	27	?	109
CR mimetic SO	81	98	112	102	90	103	88	99
RPL19A TOR yeast	104	108	98	98	47*	89	42*[may fluoresce violet]	106
MEP2 TOR yeast	106	96	101	93	129	113	96[may fluoresce violet]	106
LAP4-GFP MLPCN	90	111	100	127	79	94	120[may fluoresce violet]	100
AHR act	nt	77*	15	1	3	1	-1	-3

41. COc1cccc(C(=O)Nc2c3c(nn2-c2ccccc2C)CS(=O)C3)c1OC (configuration not stated)
42. N#CC(Cc1ccccc1)(Cc1ccccc1)C(=O)NN
43. Cc1ccc2c(C)c(C(=O)N3CCN(Cc4ccc5c(c4)OCO5)CC3)oc2c1C
44. CCCCCCOc1ccc(/C=c2\s/c(=C(/C#N)C(=O)NCc3ccco3)n(-c3ccccc3)c2=O)cc1
45. COc1ccccc1CNc1cc(CSc2ccc(Cl)cc2)nc(C)n1
46. COc1ccc(/C=N/NC(=O)c2ccc(COCC(F)(F)C(F)F)cc2)cc1
47. Cc1cc(Nc2ccc(N3CCOCC3)cc2)c2cccc(C)c2n1
48. COc1ccccc1CNC(=O)COC(=O)c1ccc(C)c(S(=O)(=O)N2CCCCC2)c1

entry no.	41	42	43	44	45	46	47	48
Efflux pump inh	0.1	0.0	0.2	0.4	0.1	0.1	-0.2	-0.2
CIT2 TOR yeast	108	110	97	95	92	93	97	106
AGP1-GFP MLPCN	104	104	96	101	96	97	102	100
CR mimetic SO	92	102	114	85	105	90	99	87
RPL19A TOR yeast	102	102	101	106	97	100	94	99
MEP2 TOR yeast	100	108	94	110	103	103	94	96
LAP4-GFP MLPCN	100	95	91	93	97	94	103	92
AHR act	2	-2	4	1	6	3	9	-3

49. O=C(OCCNc1ncc(C(F)(F)F)cc1Cl)c1ccc(S(=O)(=O)N2CCOCC2)cc1
50. Cc1ccc(S(=O)(=O)NNC(=O)c2cnn(-c3ccc(Cl)cc3)c2C(F)(F)F)cc1
51. O=C(CC1Sc2ccccc2NC1=O)Nc1cccnc1 (configuration not stated)
52. COc1ccc(NC(=O)CSc2nnc(-c3ccccc3F)n2C2CC2)cc1S(N)(=O)=O
53. Cc1c(N=C2Nc3cccc4cccc2c34)c(=O)n(-c2ccccc2)n1C
54. CC(=O)N1CCN(C2=NC(=O)C(=C3CCCCC3)S2)CC1
55. COCCN(C(=O)c1ccccc1Oc1ccccc1)c1c(N)n(CC(C)C)c(=O)[nH]c1=O
56. CCCC(C)NC(=O)c1cc(Cl)ccc1OC (configuration not stated)

entry no.	49	50	51	52	53	54	55	56
Efflux pump inh	0.1	0.1	0.0	0.0	-0.1	0.0	0.0	-0.1
CIT2 TOR yeast	98	96	105	102	109	94	81	107
AGP1-GFP MLPCN	98	103	105	107	105	99	92	104
CR mimetic SO	100	115	78	89	97	106	122	89
RPL19A TOR yeast	99	95	102	97	104	95	91	102
MEP2 TOR yeast	104	109	103	100	107	98	94	107
LAP4-GFP MLPCN	103	111	89	105	104	92	96	106
AHR act	-1	-2	29	0	90*	4	-1	15

57. Cc1ccc(C(=O)N2CCCC(Nc3cccc(F)c3)C2)cc1N1CCNC1=O (configuration not stated)
58. COc1ccc(Cc2nnc(SCC(=O)c3c(N)n(C4CC4)c(=O)[nH]c3=O)o2)cc1
59. CCOC(=O)C1CCN(CC(=O)Nc2c(C(=O)OC)[nH]c3cccc(Cl)c23)CC1
60. Cc1cc(C)c(S(=O)(=O)c2ccccc2)c(=O)[nH]1
61. CC(C)=CC(=O)Nc1c(C)cc(C)cc1Cl
62. Cc1ccc(S(=O)(=O)N(C)C)cc1NC(=O)COc1ccccc1C(=O)Nc1ccccc1
63. COc1ccc(CNC(=O)Cn2nc(C)n3cccc3c2=O)cc1
64. CCO/N=C1\C(=O)N(c2ccccc2)c2ccccc21
65. COc1ccc(Cl)cc1NC(=O)COC(=O)C1CC(=O)N(Cc2ccccc2)C1 (configuration not stated)

entry no.	57	58	59	60	61	62	63	64	65
Efflux pump inh	0.1	0.0	0.0	0.1	-0.1	0.1	-0.1	-0.1	0.0
CIT2 TOR yeast	101	99	103	104	92	103	104	93	106
AGP1-GFP MLPCN	101	96	106	99	96	101	96	100	103
CR mimetic SO	96	91	97	102	85	93	95	101	86
RPL19A TOR yeast	99	95	100	103	97	100	92	100	101
MEP2 TOR yeast	100	96	108	106	96	103	106	94	103
LAP4-GFP MLPCN	99	96	103	99	98	101	89	104	104
AHR act	-1	1	5	12	15	-2	1	-2	9
